High-throughput results (PubChem BioAssay)
NPC1 promoter act – activates the NPC1 promoter | 320,000 compounds, 2.4% hits | Huh7 NPC1 promoter luciferase reporter, 24 h | Potency, µM (titrated, usually from 9.22 µM), for the others: at the highest dose activation, most hits filed as activators;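 note: % of control where 0% means no effect; nearly all actives have a fitted effect of over 60% in size; reporter is driven by a mutant NPC1 promoter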
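NPC1 promoter–luciferase Huh7 cells; 24 h compound; luminescence.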
ELG1 genotoxic – inducers of genotoxicity in HEK293T ELG1-luciferase cells. HEK293T ELG1-luciferase reporter, luminescence, 16 h. Potency, µM (titrated, usually from 46 µM), for inactives: at the top dose activity change, positive = activation, most hits filed as activators. 330,000 compounds, 1.3% hits. AID 504466; note: % of control where 0% means no effect; nearly all actives have a fitted effect of over 60% in size
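Genotoxicity was scored as increased ELG1-luciferase reporter signal, measured by ONE-Glo luminescence (30 min, room temperature). Compound or vehicle exposure of the HEK293T reporter cells lasted 16 hr at 37°C.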
MBNL1-CUG inh – inhibitors of human MBNL1 binding to CUG repeat RNA. Q9NR56. TR-FRET MBNL1-His/biotin-(CUG)12 binding, 665/545 ratio. Potency, µM (series often up to 57.5 µM), for the others: at the top dose activity change, negative = inhibition, hits mostly inhibitors. 280,000 compounds, 0.036% hits; active = well fitted inhibition curve with a large enough effect in the signal ratio, with a control signal flat, not every such curve was filed as active; inconclusive = small, poorly fitted or top-dose-only effect, or effect the other way, or a change in a side signal; inactive = no such curve, though single readings can be large or run the other way; the % refers to the signal ratio; note: % is set by controls: 0 for no effect and ±100 for the full control effect
Target sequence (Q9NR56 whole entry, looked up): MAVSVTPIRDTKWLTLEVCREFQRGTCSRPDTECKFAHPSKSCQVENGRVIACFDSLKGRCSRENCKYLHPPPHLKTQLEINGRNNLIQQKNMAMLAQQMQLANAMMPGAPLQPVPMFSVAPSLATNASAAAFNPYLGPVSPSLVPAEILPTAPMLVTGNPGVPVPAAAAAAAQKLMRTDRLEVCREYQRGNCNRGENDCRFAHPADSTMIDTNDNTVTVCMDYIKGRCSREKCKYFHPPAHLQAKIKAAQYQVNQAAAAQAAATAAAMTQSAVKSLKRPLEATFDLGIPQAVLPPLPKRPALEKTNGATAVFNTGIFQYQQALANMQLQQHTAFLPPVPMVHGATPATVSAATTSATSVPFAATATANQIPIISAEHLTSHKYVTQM
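Compound titration spanned 92 nM–58 uM against the MBNL1-His/biotin-(CUG)12 complex. After 60 min at room temperature with 5 nM streptavidin-XL665 and 0.055 ng/ul terbium anti-His, ratiometric 665/545 nm emission (Ex 340 nm) normalized to controls.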
Rab9 promoter act – Rab9 promoter activation. Huh7 Rab9 promoter-luciferase reporter, luminescence, 24 h. Potency, µM (doses to about 9.22 µM), inactives show at the highest dose activation, negative = inhibition, usual class: activators. 320,000 compounds, 2.8% hits. AID 485297; note: % of control where 0% means no effect; nearly all actives have a fitted effect of over 60% in size
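Cells were plated at 1500 per well in reduced-serum medium with 10% FBS and left 2 h. Compound in DMSO was then added for 24 h at 37 °C. Reporter signal was read by luminescence after 10 min with luciferase detection reagent.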
BRCA1 expr act – increases BRCA1 expression | Potency, µM (titrated, usually from 46.1 µM), for inactives: at the highest dose activation, hits mostly activators | 380,000 compounds, 1.1% hits | MCF7-BRCA1-FFLuc reporter, luminescence, 48 h; response scale: scaled: vehicle 0%, 10 µM genistein 100%; note: nearly all actives have a fitted effect of over 80% in size; some results filed as inactive show a strong effect at the top dose
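Cells: MCF7-BRCA1-FFLuc, 2000/well. Exposure: 48 h, 37 °C, 5% CO2. Read: luminescence, 15 min post-substrate. Controls: genistein 10 microM (maximal activation), DMSO (neutral).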
uPA generation – cell surface uPA generation inhibition | Potency, µM (titrated, usually from 38.3 µM), for inactives: top-dose activity change, negative = inhibition, actives largely listed as inhibitors | 330,000 compounds, 0.31% hits | cell surface uPA generation assay, qHTS; active = well fitted inhibition curve with a large enough effect; inconclusive = small, poorly fitted or top-dose-only effect; inactive = no such curve, though single readings can be large or run the other way; tested in mouse RAW 264.7 cells; note: % is set by controls: 0 for no effect and ±100 for the full control effect; nearly all actives have a fitted effect of over 55% in size
FLuc modulator – counter-screen for miR-21 project: firefly luciferase inhibitors or activators; Potency, µM (series often up to 57.5 µM), for the others: at the highest dose activity change, negative = inhibition, actives largely listed as inhibitors; purified FLuc, Km substrates, luminescence inhibition; P08659; 360,000 compounds, 6.9% hits;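 note: plate controls were vehicle for no effect and reference inhibitor for full effect; nearly all actives have a fitted effect of over 55% in size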
Target sequence (P08659 whole entry, looked up): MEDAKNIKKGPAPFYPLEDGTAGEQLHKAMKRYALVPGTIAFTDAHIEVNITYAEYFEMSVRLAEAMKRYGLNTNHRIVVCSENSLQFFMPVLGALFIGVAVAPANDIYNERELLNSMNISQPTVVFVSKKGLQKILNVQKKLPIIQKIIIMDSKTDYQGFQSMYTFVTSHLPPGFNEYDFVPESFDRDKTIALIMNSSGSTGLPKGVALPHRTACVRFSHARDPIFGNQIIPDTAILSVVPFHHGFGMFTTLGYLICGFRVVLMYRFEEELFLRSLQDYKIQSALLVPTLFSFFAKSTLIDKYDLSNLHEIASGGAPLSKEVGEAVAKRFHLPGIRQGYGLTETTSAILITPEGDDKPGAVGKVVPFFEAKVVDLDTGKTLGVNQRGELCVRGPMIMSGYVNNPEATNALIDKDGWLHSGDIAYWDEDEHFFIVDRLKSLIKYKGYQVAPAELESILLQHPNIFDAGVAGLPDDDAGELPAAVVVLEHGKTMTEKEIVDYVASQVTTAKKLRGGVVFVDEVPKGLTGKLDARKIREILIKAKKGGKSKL
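Biochemical qHTS of compounds, final roughly 60 µM downward over six points, against 10 nM purified firefly luciferase using Km concentrations of substrates (10 uM D-luciferin, 10 uM ATP) in Tris acetate pH 7.5 buffer; luminescence output.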
VP16 counter – Gal4-VP16 reporter inhibition counter-screen | Potency, µM (doses to about 53.6 µM), for inactives: top-dose activity, negative = inhibition, hits mostly inhibitors | Drosophila S2 Gal4-VP16 UAS-luciferase, luminescence, 20 h | 310,000 compounds, 3.5% hits;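 note: Gal4-VP16 expression switched on by copper sulfate through the metallothionein promoter; % is set by controls: 0 for no effect and ±100 for the full control effect; nearly all actives have a fitted effect of over 50% in size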
RORg inh – inhibitors of mouse ROR gamma transcriptional activity | P51450 | Drosophila S2 Gal4-RORgamma UAS-luciferase reporter, 20 h | Potency, µM (series often up to 53.6 µM), inactives show at the top dose activity change, negative = inhibition, usual class: inhibitors | 310,000 compounds, 5.4% hits | AID 2551; note: % is set by controls: 0 for no effect and ±100 for the full control effect; nearly all actives have a fitted effect of over 60% in size
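Drosophila S2 cells stably expressing Gal4-DBD/mouse RORγ fusion under metallothionein promoter plus UAS-luciferase; compound 1 h, then 700 uM CuSO4 induction for 20 h at ambient temperature; inhibition read as reduced luminescence.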
p53 reactivator – re-activators of mutant p53. 320,000 compounds, 0.063% hits. Potency, µM (series often up to 92.2 µM), without a hit: at the top dose activity change, positive = activation, hits mostly activators. H1299 p53-A138V BP100-luciferase reporter, luminescence, 24 h; note: % of control where 0% means no effect; nearly all actives have a fitted effect of over 45% in size
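H1299 (p53-null), stable ts p53-A138V + BP100-Luc; 1000 cells/well, Opti-MEM/10% FBS; cpd 4 pt, 1:5; 24 h, 37 deg C, 5% CO2; detection reagent 10 min RT; luminescence.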
* hit, by the source's call; ? = inconclusive; . = no result given; [ ] = remark or other dose. Unless noted, calls come from the whole dose curve; as a rule, active = well fitted curve in the direction sought with a large enough effect; inconclusive = small, poorly fitted or top-dose-only effect, or another doubt; inactive = no such curve, though single readings can be large; an effect the other way counts as inactive or inconclusive. Potency is the fitted concentration of half-maximal effect. Rows were taken by chance; 13% or so of the library scored in one or more.

SMILES	NPC1 promoter act	ELG1 genotoxic	MBNL1-CUG inh	Rab9 promoter act	BRCA1 expr act	uPA generation	FLuc modulator	VP16 counter	RORg inh	p53 reactivator
COc1ccccc1CNC(=O)C/C(C)=N/NC(=O)COc1ccc(C)cc1Br	-7%	-1%	-21%[11.5 µM]	-2%	-41%	12%	-3%	0%	-3%	4%
Cc1ccc(-n2c(SCC(N)=O)nc3c(c2=O)C2(CCCC2)Cc2ccccc2-3)cc1	0%	1%	6%	-5%	-61%	11%	4%	?	27%	-9%
Nc1ccc(-c2nc3c(Cl)c(N)ccc3[nH]2)cc1	?	17%	31%[activator]	?	-41%	-9%	12µM*	-9%	-18%	-8%
Cc1ccccc1C(=O)NC(=S)Nc1ccc(N2CCN(C(=O)c3ccccc3)CC2)cc1	-6%	-2%	-2%	-9%	-52%	0%	3%	5.6µM*	22µM*	0%
CC(=O)c1ccc(NC(=O)CCOc2cc(C)ccc2C)cc1	21%	?	10%	?	89%	-3%	?	?	5%	12%
c1ccc(-c2nnc(-c3ccncc3)o2)cc1	?	11%	-4%	3.2µM*	11µM*	-5%	?	11%	4%	21%
CCCCCCc1ccc(OC(=O)c2ccncc2)cc1	-7%	3%	-2%	-5%	5%	17%	-19%	-4%	10%	4%
COc1ccc(-c2nc3ccccc3c(=O)n2-c2c(C)n(C)n(-c3ccccc3)c2=O)cc1	-4%	5%	?	-6%	-3%	-4%	5%	-2%	15%	5%
COc1cccc(-n2nnnc2SCC(=O)NCc2ccc3c(c2)OCO3)c1	0%	-2%	6%	1%	4%	0%	-2%	0%	18%	-22%
COc1ccccc1CNC(=O)C(=O)NCC1CCCN1S(=O)(=O)c1cccs1 (stereo unspecified)	-1%	-7%	.	-5%	3%	0%	1%	.	.	0%
O=c1nc2n(c3ccccc13)Cc1ccccc1-2	-2%	-1%	7%	-2%	.	.	6%	-7%	-15%	-3%
Cc1[nH]c2ccccc2c1N=Nc1ccc(F)cc1	0%	0%	-2%	24%	-20%	12%	?	?	?	8%
O=C(NC(c1ccccc1)c1ccccc1)c1ccc(S(=O)(=O)C(F)F)cc1	0%	-5%	-2%	-4%	-26%	6%	5%	0%	5%	7%
CS(=O)(=O)c1ccc2nc(NC(=O)CC3CCCC3)sc2c1	13%	0%	-1%	21%	39%	-3%	?	-7%	?	19%
Cc1ccc(C(=O)CCC(=O)N(C)CC(=O)Nc2ccccc2Br)cc1	2%	1%	18%	-2%	-2%	3%	-18%	-2%	-8%	-8%
CC(=O)Nc1ccc(S(=O)(=O)N(C)CC(=O)N2CCN(C(=O)c3ccco3)CC2)cc1	.	-2%	.	.	5%	0%	.	.	.	-5%
Cc1ccc(NC(=O)CN2CCN(Cc3ccccc3)CC2)c(Br)c1	1%	-2%	-11%	4%	-32%	7%	3%	-11%	20%	.
Cc1oc(-c2cccc(Cl)c2)nc1CSCC(=O)O	-5%	-9%	3%	-3%	-27%	-10%	?	5µM*	10µM*	-8%
NC(=O)c1ccc(SCC(=O)OCC(=O)N2CCN(C(=O)c3ccco3)CC2)c([N+](=O)[O-])c1	1%	-1%	.	-2%	-8%	8%	-2%	.	.	3%
COc1ccc(NC(=O)c2nc3ccccc3s2)cc1	3.5µM*	1.3µM*	23%[11.5 µM]	1.6µM*	-1%	-11%	1.1µM*	?	-41%	?
O=C(NC1CC1)c1ccc(CS(=O)(=O)c2c(Cl)cccc2Cl)o1	-3%	1%	-9%	-2%	0%	-2%	3%	10%	-1%	-1%
CCOC(=O)c1ccc(N/C=C/C(=O)c2ccc(OC)c(OC)c2)cc1	-5%	2%	124%[activator]	-5%	-38%	.	0%	-8%	-21%	3%
COc1ccc(NC(=O)CN2CCN(c3c(C)cccc3C)CC2)cc1	-1%	-4%	-11%	-1%	-42%	-5%	4%	.	.	.
COC(=O)c1cc(Br)ccc1N(Cc1cc(OC)cc(OC)c1)S(C)(=O)=O	2%	-1%	.	-12%	-4%	-13%	8%	.	.	-9%
Cc1c(-n2c(SCC(=O)C(C)(C)C)nc3ccccc3c2=O)c(=O)n(-c2ccccc2)n1C	-1%	-2%	-5%	-6%	-8%	-2%	0%	1%	24%	-3%
O=C(CNC(=O)c1cc2c(s1)CCC2)Nc1ccccc1Br	2%	?	-3%	0%	4%	1%	?	2%	28%	10%
O=C(CSc1ncnc2nc[nH]c12)c1ccccc1	2.8µM*	1%	-8%	4µM*	73%	-4%	21µM*	5%	-44%	?
Nc1nc(Cl)cc(Nc2ccccc2Cl)n1	-3%	12%	4%	-1%[1.84 µM]	46%	-27%	?	11%	-5%	8%
Cc1cccc(C(=O)OCC(=O)Nc2ccc3c(c2)OCCO3)c1	8%	10%	.	12%	2%	9%	19µM*	.	.	21%
CC1=C(C(=O)Nc2ccc(F)cc2)C(c2ccc(C)o2)C2=C(CC(C)(C)CC2=O)N1 (stereo unspecified)	-2%	1%	13%	-8%	-1%	2%	4%	-7%	3%	21%
Cc1cccc(NC(=O)C2(C)CC3c4ccccc4C2c2ccccc23)c1C (stereo unspecified)	5%	-2%	-20%	-1%	-49%	1%	1%	-11%	2%	-7%
Clc1cc2c(c(CSc3nc4ccccc4n4cccc34)c1)OCOC2	-1%	-5%	-13%	0%	-56%	3%	0%	6%	18%	-3%
c1ccc(Oc2ccc(-n3cnnn3)cc2)cc1	1%	10%	-3%	-3%	-3%	.	-1%	.	-7%[0.365 µM]	-6%
COc1ccc(/C=C(\NC(=O)c2ccccc2)C(=O)NCC2CCCO2)cc1 (stereo unspecified)	-2%	0%	7%	-1%	-6%	-6%	2%	-6%	-1%	0%
Cc1ccc(C(=O)N2CCN(c3ccc(N4CCOCC4)nn3)CC2)cc1C	-1%	-4%	.	-1%	-2%	-20%	0%	.	.	-7%
O=C(c1cccc(NS(=O)(=O)c2ccccc2)c1)N1CCCCC1	-1%	6%	.	-1%	9%	7%	2%	.	.	-1%
O=C(COn1nnc2ccc(S(=O)(=O)N3CCOCC3)cc21)NCCc1ccccc1	0%	1%	.	-11%	-5%	-2%	-2%	.	.	3%
COc1ccc2c(C)c(CCC(=O)NC3CC3)c(=O)oc2c1	1%	2%	-3%	12%	29%	10%	4%	20%	14%	.
CC1(C)O[C@@H](CC(=O)O)[C@]23CO[C@H](C(=O)[C@]4(C)C2CC[C@@]2(C)[C@H](c5ccoc5)OC(=O)C5O[C@]524)[C@@H]13 (stereo partly specified)	.	-1%	.	.	7%	11%	.	.	.	-2%
O=C(N/N=C/c1ccc(OC(=O)c2ccc(Br)cc2)cc1)c1ccncc1	-40%[inhibitor]	-10%	-3%	-7%	2%	2%	-1%	-1%	14%	1%
COC(=O)C1CC(c2ccc(Cl)cc2)=NO1 (stereo unspecified)	1%	6%	.	-3%	11%	-9%	-12%	1%	5%	-2%
COc1ccccc1CNC(=O)C1CCC(=O)N(CCCc2ccccc2)C1 (stereo unspecified)	-4%	-1%	1%	2%	7%	-2%	0%	5%	2%	-3%
CCOC(=O)CC(=O)CSc1nc2ccc(OC)cc2cc1C	-38%[inhibitor]	10%	95%[activator]	21%	64%	3%	-10%	?	-20%	7%
CCOc1ccc(NC(=O)CN(C)C(=O)c2cc(C3CC3)nn2-c2ccccc2)cc1OCC	-2%	-1%	.	1%	-39%	-1%	2%	.	.	-1%
[O-]/[N+](=C\c1ccccc1)c1ccc(Br)cc1	2%	?	.	-1%	0%	-17%	?	.	.	?
COc1ccc(-c2nc(SCC(=O)Nc3c(F)cccc3F)n[nH]2)cc1	-1%	16%	.	-3%	-21%	-5%	12µM*	.	.	4%
CCn1cc(/C=C/C(=O)Nc2c(C)nn(Cc3ccccc3C)c2C)cn1	0%	-6%	-4%[11.5 µM]	10%	0%	3%	-1%	?	?	14%
COc1cc(C2C3=C(CCCC3=O)Nc3ccc4ncccc4c32)ccc1O (stereo unspecified)	-28%	18%	?	-9%	-3%	-16%	?	17%	12%	2%
O=C(COc1ccccc1)N/N=C/c1ccc([N+](=O)[O-])o1	2%	3%	?	1%	-102%[inhibitor]	?	-3%	16µM*	10µM*	?
Nc1nc2ccccc2n1/N=C/c1ccc2c(c1)OCO2	2µM*	?	0%	4µM*	5.6µM*	3%	11µM*	?	10µM*	9%

Other structures
SMILES	NPC1 promoter act	ELG1 genotoxic	MBNL1-CUG inh	Rab9 promoter act	BRCA1 expr act	uPA generation	FLuc modulator	VP16 counter	RORg inh	p53 reactivator
CC(C)c1ccc(CCNC(=O)c2cccc(S(=O)(=O)N3CCN(C)CC3)c2)cc1	-2%	-20%	-4%	3%	-12%	-8%	-2%	-6%	26%	0%
CCN(CC)c1ccc(/C=N/NC(=O)CCC(=O)NCc2ccccc2)c(O)c1	14%	?	1%	-12%	-78%	-8%	?	?	3.2µM*	?
COc1cc2c(cc1OC)C(NC(=O)C(F)(F)F)CNC2=O (stereo unspecified)	-3%	-15%	-1%	-9%	0%	6%	0%	-10%	3%	-5%
O=C(Nc1ccccc1Cl)c1ccccc1Oc1ccc(C(F)(F)F)cc1[N+](=O)[O-]	-2%	-3%	9%	-9%	-35%	-6%	-2%	-9%	23%	1%
O=C(CSc1nnc2ccc(-c3ccco3)nn12)Nc1ccccc1F	9%	?	.	8%	-8%	1%	-12%	.	.	4%
